Source: PubChem BioAssay
KCNK3 block: human KCNK3 channel inhibition, primary screen; B-score at 10 µM; CHO-KCNK3 thallium flux, FluxOR fluorescence; hits give low values; 340,000 tested, 0.84% active;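 active = B-score under library mean minus 4 SD, starting fluorescence ratio at most library mean plus 5 SD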;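 note: more negative B-score means stronger inhibition of thallium flux through KCNK3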
KCNQ1 pot: potentiates or activates the human KCNQ1 potassium channel | P51787 | 310,000 tested, 0.35% active | B-score at 10 µM | CHO-K1 KCNQ1, thallium flux FluxOR fluorescence; hits give high values;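 active = fluorescence ratio B-score, a plate-corrected score, at least three library SD, with initial intensity B-score within 5 SD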
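assay system = CHO-K1 cells stably expressing KCNQ1 | medium = assay buffer, equal DMSO in all wells | timing = 37 °C overnight plating, 90-min dark dye load, 20-min compound pretreatment | measured by = kinetic FluxOR thallium fluorescence, 10-s 1-Hz baseline, 110-s post-stimulus read | measure = fluorescence change relative to baseline, converted to B score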
DYRK1A inh: inhibitors of rat Dyrk1A kinase; Q63470; ADP-Glo luminescence, NFATc1 peptide; inhibition, % at 12.5 µM; 310,000 tested, 0.43% active; AID 504441; in the data active = inhibition above about 50%;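 note: plate controls were vehicle with enzyme for no effect and no enzyme for full effect; many of its hits are not listed in these tables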
PolyA inhibitor: blocks polyadenylation in yeast reporter cells; calls only at 12 µM; 300,000 tested, 0.02% active; S. cerevisiae SKY197-pL101 polyadenylation reporter, beta-gal luminescence; efflux-impaired pdr1/pdr3 knockout yeast; score 100 = 6 SD above DMSO;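 active = lowest replicate activity score at least 50, where 100 means six control SD above control mean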;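 note: yeast exposed to compound for 9 h at 30 °C; higher score means more reporter readthrough which indicates perturbed polyadenylation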
RGS4 pot: potentiators or activators of RGS4 | HEK293 M3R/inducible RGS4, carbachol calcium flux Fluo4; hits give low values | B-score at 10 µM | 310,000 tested, 0.92% active;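 active = B-score of the integrated calcium signal more than 4 SD below the library mean, with starting fluorescence not abnormally high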;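 note: negative B-score means reduced calcium response which marks RGS4 activation or potentiation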
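test system = HEK293 cells with stable M3R and inducible RGS4 | schedule = recording 10 s baseline at 1 Hz, 100 s post-agonist | technique = Fluo4-AM (2 µM) calcium-flux fluorescence, kinetic read | measure = Agonist-evoked peak-minus-minimum fluorescence over baseline, integrated ratio, B score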
RGS4 block: inhibitors of human RGS4. P49798. HEK293 M3R/RGS4 inducible, Fluo-4 calcium flux; hits give high values; triggered by carbachol at its EC20. B-score at 10 µM. 310,000 tested, 0.45% active. AID 463165;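 active = B-score, a plate-corrected calcium signal, over three deviations above library mean, with baseline fluorescence within five deviations of library mean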;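 note: RGS4 expression induced by doxycycline in cells with stable M3 receptor; B-score is computed from the integrated fluorescence ratio over baseline after carbachol; higher B-score means a larger calcium signal and so more RGS4 inhibition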
Target sequence (P49798 whole entry, looked up): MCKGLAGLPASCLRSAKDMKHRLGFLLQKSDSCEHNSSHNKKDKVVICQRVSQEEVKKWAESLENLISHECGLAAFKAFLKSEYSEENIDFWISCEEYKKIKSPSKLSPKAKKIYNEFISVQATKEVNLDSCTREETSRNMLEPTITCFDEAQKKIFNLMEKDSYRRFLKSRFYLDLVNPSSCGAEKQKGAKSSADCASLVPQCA
KCNK9 block: human KCNK9 channel inhibition; AID 488922; HEK293 KCNK9, FluxOR thallium flux fluorescence; hits give low values; B-score at 10 µM; 310,000 tested, 1.2% active;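 active = ratio B-score over 3 SD below the library mean, with starting fluorescence within 5 SD of its mean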;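 note: negative B-score means less thallium flux so channel inhibition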
GSK3 alpha inh: blocks human GSK-3 alpha kinase; ADP-Glo luminescence, 60 min; 320,000 tested, 0.1% active; P49840; inhibition, % at 10 µM; AID 2650;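 in the data active = inhibition above about 50%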;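 note: GST-tagged GSK-3 alpha with peptide substrate and 25 µM ATP; 0% = DMSO neutral wells and 100% = GW8510 positive control wells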
Target sequence (P49840 whole entry, looked up): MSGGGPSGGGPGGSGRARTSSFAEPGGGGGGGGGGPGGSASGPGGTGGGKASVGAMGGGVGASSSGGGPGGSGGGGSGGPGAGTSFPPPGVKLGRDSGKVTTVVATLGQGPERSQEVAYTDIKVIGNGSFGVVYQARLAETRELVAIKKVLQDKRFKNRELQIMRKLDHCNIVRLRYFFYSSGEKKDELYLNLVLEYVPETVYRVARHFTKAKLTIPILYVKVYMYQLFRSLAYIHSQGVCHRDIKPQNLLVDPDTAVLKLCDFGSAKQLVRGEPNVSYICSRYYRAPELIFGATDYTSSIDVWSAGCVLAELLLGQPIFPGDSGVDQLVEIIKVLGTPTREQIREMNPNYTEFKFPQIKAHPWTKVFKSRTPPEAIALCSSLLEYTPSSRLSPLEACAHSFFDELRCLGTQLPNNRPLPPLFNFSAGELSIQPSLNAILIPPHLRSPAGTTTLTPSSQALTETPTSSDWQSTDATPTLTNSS
hERG rescue: compounds protecting human hERG from proarrhythmic drug block; AID 1511; CHO-hERG, FluxOR thallium flux, dofetilide IC70 present; Q12809; 310,000 tested, 0.51% active; activation (rescue from dofetilide block), less the hit threshold, % at 10 µM;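 active = activation above the mean of controls blocked by dofetilide plus 5 SD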;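 note: thallium influx through hERG after potassium depolarization seen as dye fluorescence rise; in these data hits start at about 4.7%; inactives centre near -7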
KCNQ1 block: human KCNQ1 channel inhibition | B-score at 10 µM | AID 2642 | CHO-K1 KCNQ1, FluxOR thallium flux fluorescence; hits give high values | P51787 | 310,000 tested, 1.3% active;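 active = compounds whose thallium flux B-score, printed positive for inhibition, exceeds three library SD while starting fluorescence stays within three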;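 note: channel opened by potassium depolarization with thallium stimulus after 20 min compound exposure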
GSK3B inh: blocks human GSK3beta kinase activity; P49841; GST-GSK3beta kinase, ADP-Glo luminescence, 60 min; hits give low values; activity score (negative = inhibition), % at 10 µM; 300,000 tested, 0.038% active; AID 2097;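 active = more than half of replicate wells score below -50%, meaning over 50% inhibition versus plate controls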;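 note: 0% = median DMSO wells and -100% = median GW8510 positive control wells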
Target sequence (P49841 whole entry, looked up): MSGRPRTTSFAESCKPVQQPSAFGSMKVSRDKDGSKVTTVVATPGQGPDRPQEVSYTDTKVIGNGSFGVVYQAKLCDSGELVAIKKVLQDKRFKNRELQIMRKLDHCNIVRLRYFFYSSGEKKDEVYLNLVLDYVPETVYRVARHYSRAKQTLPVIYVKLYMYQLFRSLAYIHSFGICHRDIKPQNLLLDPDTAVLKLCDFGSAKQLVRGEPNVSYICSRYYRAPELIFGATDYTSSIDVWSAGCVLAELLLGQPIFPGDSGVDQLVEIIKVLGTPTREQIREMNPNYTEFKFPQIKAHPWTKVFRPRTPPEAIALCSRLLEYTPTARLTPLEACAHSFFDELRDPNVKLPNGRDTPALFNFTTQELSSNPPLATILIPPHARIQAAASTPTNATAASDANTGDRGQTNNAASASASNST
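Test system – GST-tagged human GSK3beta kinase, cell-free · Incubation – 60 min enzyme reaction, room temperature · Signal – ADP-Glo luminescence · Also added – peptide substrate and ATP at 25 µM · Controls – DMSO neutral wells and GW8510 at 20 µM as positive · Buffer or medium – Tris/MgCl2 kinase buffer · Measure – Luminescence-derived activity versus plate DMSO and GW8510 wells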
The depositor's hits bear a star. Not all compounds are listed, so the mix of outcomes need not match the whole.

CC1CCCCN1c1cc(C#N)c(C#N)cc1[N+](=O)[O-] (stereo not given) was read as KCNK3 block inactive, KCNQ1 pot inactive, PolyA inhibitor inactive, RGS4 pot inactive, RGS4 block inactive, KCNK9 block inactive, GSK3 alpha inh -0.3, hERG rescue -13.1, KCNQ1 block inactive and GSK3B inh -0.7.
`Cc1ccccc1S(=O)(=O)Cc1ccc(C(=O)N2CCN(C3CCCCC3)CC2)o1` gave KCNK3 block inactive, KCNQ1 pot inactive, DYRK1A inh -5.7, PolyA inhibitor inactive, RGS4 pot inactive, RGS4 block inactive, KCNK9 block inactive, GSK3 alpha inh 1.4, hERG rescue -6.0, KCNQ1 block inactive and GSK3B inh 2.3.
`O=C(Nc1cccc(Cl)c1)OCc1cnc(Cl)s1` gave KCNK3 block inactive, KCNQ1 pot inactive, DYRK1A inh -9.2, PolyA inhibitor inactive, RGS4 pot inactive, RGS4 block inactive, KCNK9 block inactive, GSK3 alpha inh 2.0, hERG rescue -8.4, KCNQ1 block inactive and GSK3B inh 0.2.
Cc1cc(C)c2c(=O)n(CC(=O)NCCCN3CCOCC3)sc2n1 was read as KCNK3 block inactive, KCNQ1 pot inactive, DYRK1A inh 2.3, PolyA inhibitor inactive, RGS4 pot inactive, RGS4 block inactive, KCNK9 block inactive, GSK3 alpha inh -1.8, hERG rescue -4.8, KCNQ1 block inactive and GSK3B inh 0.1.
Screening O=[N+]([O-])c1ccccc1N/N=C/c1ccc2c(c1)OCO2 returned KCNK3 block inactive, KCNQ1 pot inactive, DYRK1A inh -0.3, PolyA inhibitor inactive, RGS4 pot inactive, RGS4 block inactive, KCNK9 block inactive, hERG rescue -0.1, KCNQ1 block inactive and GSK3B inh -2.0.
Cc1cc(C)nc(NC(=O)c2cc([N+](=O)[O-])cc([N+](=O)[O-])c2)n1 was read as KCNK3 block inactive, KCNQ1 pot inactive, DYRK1A inh 4.4, PolyA inhibitor inactive, RGS4 pot inactive, RGS4 block inactive, KCNK9 block inactive, GSK3 alpha inh 1.2, hERG rescue -4.7, KCNQ1 block inactive and GSK3B inh -0.5.
`N/C(=N\N=C\c1ccc([N+](=O)[O-])cc1)c1nonc1N` gave KCNK3 block inactive, KCNQ1 pot inactive, DYRK1A inh -3.2, PolyA inhibitor inactive, RGS4 pot inactive, RGS4 block inactive, KCNK9 block inactive, GSK3 alpha inh 1.0, hERG rescue -7.3, KCNQ1 block inactive and GSK3B inh 0.5.
For Cc1ccc(N2C(=O)c3cccc4c(Oc5ccccc5[N+](=O)[O-])ccc(c34)C2=O)c(C)c1 the results were KCNK3 block inactive, KCNQ1 pot inactive, DYRK1A inh -7.2, PolyA inhibitor inactive, RGS4 pot inactive, RGS4 block inactive, KCNK9 block inactive, GSK3 alpha inh -0.4, hERG rescue -5.9, KCNQ1 block inactive and GSK3B inh -0.7.
Screening CCC(CC)c1nnc(NC(=O)c2c(C)nn(Cc3ccccc3Cl)c2C)s1 returned KCNK3 block inactive, KCNQ1 pot inactive, DYRK1A inh 0.1, PolyA inhibitor inactive, RGS4 pot inactive, RGS4 block inactive, KCNK9 block inactive, GSK3 alpha inh -1.0, hERG rescue -8.8, KCNQ1 block inactive and GSK3B inh -2.7.
Screening CCOCCc1nnc(NC(=O)CS(=O)(=O)c2ccc(C)cc2)s1 returned KCNK3 block inactive, KCNQ1 pot inactive, DYRK1A inh 1.2, PolyA inhibitor inactive, RGS4 pot inactive, RGS4 block inactive, KCNK9 block inactive, GSK3 alpha inh 0.3, hERG rescue -9.4, KCNQ1 block inactive and GSK3B inh 2.5.
`O=C(Cn1c(=O)n(CCCCC(=O)NC2CCCC2)c(=O)c2ccccc21)NCCC1=CCCCC1` gave KCNK3 block inactive, KCNQ1 pot inactive, DYRK1A inh 4.7, PolyA inhibitor inactive, RGS4 pot inactive, RGS4 block inactive, KCNK9 block inactive, GSK3 alpha inh 0.0, hERG rescue -10.8, KCNQ1 block inactive and GSK3B inh -0.4.
For CCOC(=O)C1CCCN(CCc2ccccc2)C1 (stereo not given) the results were KCNK3 block inactive, KCNQ1 pot inactive, DYRK1A inh -1.0, PolyA inhibitor inactive, RGS4 pot inactive, RGS4 block inactive, KCNK9 block inactive, GSK3 alpha inh -1.0, hERG rescue -6.3, KCNQ1 block inactive and GSK3B inh -0.2.
`O=C1/C(=C/c2ccncc2)CCc2ccccc21` gave KCNK3 block inactive, KCNQ1 pot inactive, PolyA inhibitor inactive, RGS4 pot inactive, RGS4 block inactive, KCNK9 block inactive, GSK3 alpha inh -0.2, hERG rescue -10.5, KCNQ1 block inactive and GSK3B inh 1.5.
`Cc1cc(C)cc(CC2CC(=O)N(c3ccc4c(c3)OCCO4)C2=O)c1` (stereo not given) gave KCNK3 block inactive, KCNQ1 pot inactive, DYRK1A inh -3.8, PolyA inhibitor inactive, RGS4 pot inactive, RGS4 block inactive, KCNK9 block inactive, GSK3 alpha inh -0.1, hERG rescue -3.2, KCNQ1 block inactive and GSK3B inh -0.6.
CN(CC(=O)N1CCN(Cc2ccccc2)CC1)S(=O)(=O)c1ccc(Br)cc1 was read as KCNK3 block inactive, KCNQ1 pot inactive, DYRK1A inh 4.0, PolyA inhibitor inactive, RGS4 pot inactive, RGS4 block inactive, KCNK9 block inactive, GSK3 alpha inh -0.3, hERG rescue -5.2, KCNQ1 block inactive and GSK3B inh 0.0.
COc1ccc(CCNC(=O)c2ccc(Cl)cc2Cl)cc1 was read as KCNK3 block inactive, KCNQ1 pot inactive, DYRK1A inh -0.6, PolyA inhibitor inactive, RGS4 pot inactive, RGS4 block inactive, KCNK9 block inactive, GSK3 alpha inh 1.0, hERG rescue -6.7, KCNQ1 block inactive and GSK3B inh 2.3.
For COC(=O)c1ccccc1NC(=O)Cn1c(CCC(=O)O)ccc1-c1cccs1 the results were KCNK3 block inactive, KCNQ1 pot inactive, DYRK1A inh 2.3, PolyA inhibitor inactive, RGS4 pot inactive, RGS4 block inactive, KCNK9 block inactive, GSK3 alpha inh -4.3, hERG rescue -7.5, KCNQ1 block inactive and GSK3B inh -2.1.
CN(C)S(=O)(=O)c1cccc(NC(=S)N/N=C/c2cc(Br)ccc2O)c1 was read as KCNK3 block inactive, KCNQ1 pot inactive, DYRK1A inh 23.6, PolyA inhibitor inactive, RGS4 pot inactive, RGS4 block inactive, KCNK9 block inactive, GSK3 alpha inh 0.7, hERG rescue -21.6, KCNQ1 block inactive and GSK3B inh 1.9.
For O=S(=O)(Nc1ccccc1Cl)c1ccc2[nH]c(=S)oc2c1 the results were KCNK3 block inactive, KCNQ1 pot inactive, PolyA inhibitor inactive, RGS4 pot inactive, RGS4 block inactive, KCNK9 block inactive, GSK3 alpha inh -2.5, hERG rescue -3.2, KCNQ1 block inactive and GSK3B inh -0.2.
`CC(C)(C)c1ccc(C(=O)NNc2ncccc2-n2cccc2)cc1` gave KCNK3 block inactive, KCNQ1 pot inactive, PolyA inhibitor inactive, RGS4 pot inactive, RGS4 block inactive, KCNK9 block inactive, GSK3 alpha inh 2.3, hERG rescue -6.3, KCNQ1 block 7* and GSK3B inh -2.2.
For Cc1cccc(C(=O)Nc2cc(Cl)ccc2-n2cncn2)c1[N+](=O)[O-] the results were KCNK3 block inactive, KCNQ1 pot inactive, DYRK1A inh 3.3, PolyA inhibitor inactive, RGS4 pot inactive, RGS4 block inactive, KCNK9 block inactive, GSK3 alpha inh 0.8, hERG rescue -12.0, KCNQ1 block inactive and GSK3B inh -0.4.
Cn1c(=O)cc(OCCCC(=O)NC2CCCC2)c2ccccc21 was read as KCNK3 block inactive, KCNQ1 pot inactive, DYRK1A inh 0.1, PolyA inhibitor inactive, RGS4 pot inactive, RGS4 block inactive, KCNK9 block inactive, GSK3 alpha inh -0.3, hERG rescue -4.0, KCNQ1 block inactive and GSK3B inh -2.1.
Screening CC1CCN(c2ccc(NC(=S)NC(=O)c3ccco3)cc2)CC1 returned KCNK3 block inactive, KCNQ1 pot inactive, DYRK1A inh -2.4, PolyA inhibitor inactive, RGS4 pot inactive, RGS4 block inactive, KCNK9 block inactive, hERG rescue -2.5, KCNQ1 block inactive and GSK3B inh -1.2.
Screening CS(=O)(=O)N(CC(=O)N1CCCCCC1)c1ccc(Cl)cc1 returned KCNK3 block inactive, KCNQ1 pot inactive, DYRK1A inh 3.1, PolyA inhibitor inactive, RGS4 pot inactive, RGS4 block inactive, KCNK9 block inactive, GSK3 alpha inh -2.2, hERG rescue -3.2, KCNQ1 block inactive and GSK3B inh 1.0.
COc1ccc(OC)c(C(=O)COC(=O)C2CC3CCCC(C2)C3=O)c1 (stereo not given) was read as KCNK3 block inactive, KCNQ1 pot inactive, DYRK1A inh -5.3, PolyA inhibitor inactive, RGS4 pot inactive, RGS4 block inactive, KCNK9 block inactive, GSK3 alpha inh -3.3, hERG rescue -7.2, KCNQ1 block inactive and GSK3B inh -2.5.
Screening Cc1cc(=O)oc2cc(OCC(=O)c3ccccc3)ccc12 returned KCNK3 block inactive, KCNQ1 pot inactive, DYRK1A inh 11.1, PolyA inhibitor inactive, RGS4 pot inactive, RGS4 block inactive, KCNK9 block inactive, GSK3 alpha inh -0.6, hERG rescue -8.8, KCNQ1 block inactive and GSK3B inh -1.7.
COC(=O)CSc1nc2sc3c(c2c(=O)[nH]1)CCC3 was read as KCNK3 block inactive, KCNQ1 pot inactive, DYRK1A inh 9.5, PolyA inhibitor inactive, RGS4 pot inactive, RGS4 block inactive, KCNK9 block inactive, GSK3 alpha inh -1.2, hERG rescue -16.5, KCNQ1 block inactive and GSK3B inh 2.9.
`CCCC(C)NC(=O)C1CCN(C(=O)C2CC(=O)N(c3ccc(C)cc3)C2)CC1` (stereo not given) gave KCNK3 block inactive, KCNQ1 pot inactive, DYRK1A inh -8.6, PolyA inhibitor inactive, RGS4 pot inactive, RGS4 block inactive, KCNK9 block inactive, GSK3 alpha inh -2.2, hERG rescue -6.7, KCNQ1 block inactive and GSK3B inh 1.1.
Screening Cc1cc(NC(=O)c2ccc3c(c2)OCO3)ccc1NC(=O)c1ccco1 returned KCNK3 block inactive, KCNQ1 pot inactive, DYRK1A inh -5.5, PolyA inhibitor inactive, RGS4 pot inactive, RGS4 block inactive, KCNK9 block inactive, GSK3 alpha inh 0.2, hERG rescue -8.7, KCNQ1 block inactive and GSK3B inh 0.8.
